# S aureus QS inh – S. aureus quorum sensing inhibition; 24,000 compounds, 0.3% hits; S. aureus RN6390 RNAIII-GFP reporter, AIP-induced, flow cytometry 3 h; inhibition, % at 2 µM;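 active = share of bacteria positive for the green fluorescent reporter and its mean brightness both inhibited by 50% or more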;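 also: 0% = AIP-stimulated control and 100% = unstimulated bacteria without AIP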
# S aureus QS inh GFP MFI % – further read-out of S aureus QS inh, marked with its call; inhibition, %; measured here: inhibition of GFP MFI
# * = called active by the depositor. A portion of the library. The share of hits here may be higher or lower than overall.
SMILES,S aureus QS inh,S aureus QS inh GFP MFI %
O=C(C1CCC(=O)N1Cc1ccccc1Cl)N1CCN(c2ccc(F)cc2)CC1 (stereo not drawn),8,32
COc1cc2nc(C3CCC3)n(NC(=O)C3CCCC(OC)C3)c(=O)c2cc1OC (stereo not drawn),0,-6
Cc1c(C(=O)N2CCN(c3ncccn3)CC2)sc2nc3n(c(=O)c12)CCCC3,0,0
Nn1c(SCC(=O)Nc2ccccc2)nnc1-c1cccnc1,0,1
O=C(NCCc1ccc(Cl)cc1)c1nnc(Cc2ccc(Cl)cc2)o1,0,4
O=C(CSc1nnc2ccccn12)NCCN1C(=O)CSC1=O,0,-25
CCCCc1cc2c(c(NC(C)=O)n1)c(=O)oc1ccccc12,0,-5
COc1ccc(-n2c(Cc3cccn3C)nnc2SCC(=O)Nc2cc(C)cc(C)c2)cc1,-2,2
CN(c1ccccc1)c1nc2ccsc2c(=O)s1,-2,-8
CCn1ccc(C(=O)Nc2ccc(S(=O)(=O)Nc3ccccc3OC)cc2)n1,1,5
Cc1ccccc1CSc1nnc(C)c(=O)[nH]1,0,8
O=C(NCc1ccccc1)c1cc(=O)nc2sc(-c3ccccc3)nn12,0,-6
CCCCCCCCNC(C)C(O)c1ccc(SC(C)C)cc1 (stereo not drawn),6,18
O=C1CCc2cc(S(=O)(=O)NC(Cc3ccccc3)C(=O)NCC3CCCO3)ccc2N1 (stereo not drawn),9,46
O=C(C1CCN(S(=O)(=O)c2cccc3cccnc23)CC1)N1CCN(c2ccc(Cl)cc2)CC1,8,15
Cc1cc(/C=N/n2cnnc2)c(C)n1-c1cccc(Cl)c1,0,9
O=C(O)c1[nH]c2ccccc2c1CC(=O)N1CCOCC1,3,5
OCCOCCn1c(-c2ccccc2)nc(=S)c2c1CCCC2,3,22
C=CCn1c(-c2ccc(OC)c(OC)c2)cs/c1=N\c1ccccn1,-1,2
CCOc1ccccc1NC(=O)CCC(=O)O,0,21
O=C(CSc1nnc(-c2ccncc2)n1-c1ccc(F)cc1)NC(=O)NCc1ccco1,0,-10
CN(CCCNC(=O)Cn1cc2c(n1)CCCC2)C1CCCCC1,-2,-4
CCOC(=O)c1c(-c2ccccc2)c(C(C)=O)c(=O)n(C)c1C,-3,7
O=C1c2ccccc2C(=O)N1Cc1nc2ccccc2c(=O)n1CCN1CCOCC1,1,12
Cc1cc(C)nc(SC2=CS(=O)(=O)c3ccccc32)n1,5,26
Cc1ccc(S(=O)(=O)NC(CN2CCOCC2)=NCCNS(=O)(=O)c2ccccc2)cc1,1,5
CCCc1cn(S(=O)(=O)c2ccc(OC)cc2OC)nc1N,0,0
COc1ccccc1N(CN1CCCC1=O)C(=O)COc1ccccc1,-2,-3
CCOC(=O)N1CCN(c2c(NCCCOC(C)C)c(=O)c2=O)CC1,0,10
COC(=O)Nc1sccc1C(=O)Nc1sccc1C(=O)OC,-2,19
O=C(c1cccc2c1C(=O)N(Cc1cccnc1)C2)N1CCN(c2ccccc2)CC1,1,6
O=C(CN1CCSCC1)N1CCc2[nH]c3ccc(Br)cc3c2C1,1,10
COc1ccc(-c2nnc(SCC(=O)NC3CCCCC3)o2)cc1OC,7,19
Cc1nn(-c2ccccc2)c(OC(=O)c2cccs2)c1S(=O)(=O)c1ccccc1,53*,54*
O=C(N1CCOCC1)C(F)(F)C(=O)N1CCOCC1,2,7
N#Cc1c(SCC(N)=O)nsc1SCc1ccccc1Cl,3,10
O=C1C(c2ccc(F)cc2)N(Cc2ccc3c(c2)OCO3)C(=O)CN1C1CCCC1 (stereo not drawn),-1,-6
COc1cccc(C2N(c3ccc(Cl)cc3)C(=O)C3CCCN32)c1 (stereo not drawn),4,4
Cn1c2c(c(=O)n(C)c1=O)C(CC(=O)Nc1ccccc1)C(=O)N2 (stereo not drawn),1,10
Cc1onc(-c2ccccc2Cl)c1C(=O)N(C)C1CCCCC1,2,7
COc1ccc(N2CCN(c3ccc(NC(=O)c4ccc5c(c4)OCO5)cc3C#N)CC2)cc1,1,8
O=C(NCCC1=CCCCC1)C1CCCN(S(=O)(=O)c2cnc[nH]2)C1 (stereo not drawn),9,8
COc1cc(C2C3=C(CC(C)(C)CC3=O)Nc3c2c(=O)[nH]c(=O)n3Cc2ccccc2)ccc1O (stereo not drawn),5,4
OC(CCCN1CCC(O)(c2ccc(Cl)cc2)CC1)c1ccc(F)cc1 (stereo not drawn),2,7
O=C(NCc1cccnc1)c1ccc2c(c1)OCO2,-2,-47
O=C(NCCN1CCOCC1)c1cc(-c2cccs2)on1,-2,-17
CCOC(=O)c1sc2nc(SCC#N)n(CC3CCCO3)c(=O)c2c1C (stereo not drawn),10,11
COc1cccc(-n2nnc3c(=O)n(CC(=O)N4CCC(Cc5ccccc5)CC4)cnc32)c1,2,8
CCOC(=O)N1CCN(S(=O)(=O)c2cc(Br)cc3c2N(C(=O)C2CC2)CC3)CC1,-7,-8
O=C(O)Cc1ccc(-c2ccccc2)cc1,-1,3
COc1ccc(-c2nc(C3CCCCC3)no2)cc1OC,2,19
CCOC(=O)C1=C(C)N=C2SC(C)C(=O)N2C1c1ccc(OC(C)=O)c(OCC)c1 (stereo not drawn),-3,-16
COC(=O)c1sc(S(=O)(=O)NCc2cccs2)c(C(=O)OC)c1C,3,41
CCc1nnc(NC(=O)CSc2nccn2-c2ccccc2)s1,0,2
Cc1ccc(NC(=O)CSC2=C(C#N)C(c3ccc4c(c3)OCO4)CC(=O)N2)cc1C (stereo not drawn),7,20
O=C(CCCn1c(=S)[nH]c2ccccc2c1=O)NC1CCCC1,-4,8
COc1cccc(N2C(=O)C(CC(=O)Nc3ccccc3)N(C3CCCCC3)C2=O)c1 (stereo not drawn),12,31
CCn1c(SCC(=O)Nc2ccc3c(c2)OCCO3)nc2c(c1=O)SC(C)C2 (stereo not drawn),-6,-20
Cn1cc(S(=O)(=O)CC(=O)Nc2ccc3c(c2)OCO3)c2ccccc21,-3,-21
CCCOCCOC(=O)c1[nH]c2c(c1C)C(=O)CC(c1cc(OC)ccc1OC)C2 (stereo not drawn),4,13
# Next section.
SMILES,S aureus QS inh,S aureus QS inh GFP MFI %
CC(=O)OC1(C(F)(F)F)Oc2ccccc2NC1=O (stereo not drawn),0,-1
CC(C)(C)NC(=O)C(c1ccco1)N(C(=O)Cn1nnc(-c2ccc(F)cc2)n1)c1ccccc1F (stereo not drawn),5,-13
Cc1nc2nc[nH]n2c(=O)c1NC(=O)CCc1ccccc1,-4,-20
CC(=O)[C@H]1[C@H](C#N)C[C@H]2[C@@H]3CC=C4C[C@@H](O)CC[C@]4(C)[C@H]3CC[C@@]21C,5,24
COc1cccc(-c2nc(CS(=O)(=O)CC(=O)Nc3c(C)cccc3C)c(C)o2)c1,-10,-69
COc1ccc(C(=O)N[C@H]2COC(C)(C)O[C@H]2c2ccccc2)cc1,-3,-41
CCC(=O)N1CCN(CCN=CC2=C(O)CC(C)(C)CC2=O)CC1,-1,-4
CCOC(=O)c1cc(C)n(-c2c(C)n(C)n(-c3ccccc3)c2=O)c1C,13,25
Cc1cccc(N(Cc2nnc3n2CCCCC3)C(=O)Nc2ccccc2)c1,3,48
Oc1ccc(-c2nc3ncccn3c2Nc2ccc3c(c2)OCCO3)cc1,83*,70*
COC(=O)c1c(-c2cccs2)csc1NC(=O)CN1CCOCC1,-1,-4
CCc1c(C)nc2cc(-c3ccc(OC)cc3)[nH]n2c1=O,-1,5
CCOc1ccccc1-c1nc(-c2ccc(NC(=O)Cc3ccccc3OC)cc2)no1,0,-2
O=C(CSc1nc2ccccc2[nH]1)N1CCCCC1,0,10
Cc1ccc(N(Cc2ccco2)C(=O)c2cccc(S(=O)(=O)N(C)C)c2)cc1,0,-23
Nc1cc(OC(=O)c2cccs2)nn1S(=O)(=O)c1ccccc1,-2,-9
COc1ccc(NC(=O)CSc2nc3c(c(=O)n2-c2ccccc2OC)SCC3)cc1,1,2
COc1ccccc1-c1nnc(SCC(=O)N2CC(C)CC(C)C2)o1 (stereo not drawn),0,7
COc1ccc(N2CCN(CCCNC(=O)CN3CCN(Cc4ccccc4C)C3=O)CC2)cc1,11,26
CN(CC(=O)Nc1cccnc1)S(=O)(=O)c1cc(Cl)ccc1Cl,2,11
COc1cccc(/C=N/n2c(-c3ccco3)nc3ccccc3c2=O)c1,22,27
COc1ccc(NC(=O)Nc2nnc(N3CCC(C)CC3)s2)cc1OC,-2,-23
Cc1cccc(-n2cnc3cc(C(=O)N4CCCCC4)ccc32)c1,-1,-7
CC(=O)C1=C(C)N=c2s/c(=C/c3ccc4c(c3)OCO4)c(=O)n2C1c1ccc(N(C)C)cc1 (stereo not drawn),-3,-6
Cc1ccc(C2CC(c3ccccc3)n3ncnc3N2)cc1 (stereo not drawn),5,10
Cn1c(C(=O)O)c(CC(=O)Nc2ccc3c(c2)OCCO3)c2ccccc21,-2,-1
COc1ccc(C2CC(=O)C(C=NCCCN3CCOCC3)=C(O)C2)cc1 (stereo not drawn),0,-1
Cn1cccc1Cc1nnc(SCC(=O)N2CCOCC2)n1CCc1ccccc1,3,22
c1ccc(-c2nnc(OCCN3CCOCC3)c3ccccc23)cc1,-1,2
CCOC(=O)c1[nH]nc(-c2c(O)cc(C)cc2O)c1-c1csc(C)n1,-4,-1

# 17 successive records already listed, quoted:
SMILES,S aureus QS inh,S aureus QS inh GFP MFI %
O=C(CSc1nc2ccccc2[nH]1)N1CCCCC1,0,10
Cc1ccc(N(Cc2ccco2)C(=O)c2cccc(S(=O)(=O)N(C)C)c2)cc1,0,-23
Nc1cc(OC(=O)c2cccs2)nn1S(=O)(=O)c1ccccc1,-2,-9
COc1ccc(NC(=O)CSc2nc3c(c(=O)n2-c2ccccc2OC)SCC3)cc1,1,2
COc1ccccc1-c1nnc(SCC(=O)N2CC(C)CC(C)C2)o1 (stereo not drawn),0,7
COc1ccc(N2CCN(CCCNC(=O)CN3CCN(Cc4ccccc4C)C3=O)CC2)cc1,11,26
CN(CC(=O)Nc1cccnc1)S(=O)(=O)c1cc(Cl)ccc1Cl,2,11
COc1cccc(/C=N/n2c(-c3ccco3)nc3ccccc3c2=O)c1,22,27
COc1ccc(NC(=O)Nc2nnc(N3CCC(C)CC3)s2)cc1OC,-2,-23
Cc1cccc(-n2cnc3cc(C(=O)N4CCCCC4)ccc32)c1,-1,-7
CC(=O)C1=C(C)N=c2s/c(=C/c3ccc4c(c3)OCO4)c(=O)n2C1c1ccc(N(C)C)cc1 (stereo not drawn),-3,-6
Cc1ccc(C2CC(c3ccccc3)n3ncnc3N2)cc1 (stereo not drawn),5,10
Cn1c(C(=O)O)c(CC(=O)Nc2ccc3c(c2)OCCO3)c2ccccc21,-2,-1
COc1ccc(C2CC(=O)C(C=NCCCN3CCOCC3)=C(O)C2)cc1 (stereo not drawn),0,-1
Cn1cccc1Cc1nnc(SCC(=O)N2CCOCC2)n1CCc1ccccc1,3,22
c1ccc(-c2nnc(OCCN3CCOCC3)c3ccccc23)cc1,-1,2
CCOC(=O)c1[nH]nc(-c2c(O)cc(C)cc2O)c1-c1csc(C)n1,-4,-1

# (next part)
SMILES,S aureus QS inh,S aureus QS inh GFP MFI %
COc1ccc(OC)c(-c2cc(C(=O)Nc3c(C)n(C)n(-c4ccccc4)c3=O)no2)c1,19,26
Cn1c(Cn2c(=O)sc3ccccc32)nnc1SCC(=O)NCc1ccc2c(c1)OCO2,2,4
CCCc1cc(-c2n[nH]c(C)c2-c2ccc(C(=O)OCC)o2)c(O)cc1O,40,27
Cc1ccc2[nH]c(=O)c(CN(CCN3CCOCC3)C(=O)Nc3ccccc3F)cc2c1,-1,3
O=C(NCc1ccco1)c1ccccc1Nc1ccc(F)cc1,4,12
CCN1CCN(Cc2ccc(NC(=O)Nc3ccccc3OC)cc2)CC1,-2,0
O=C(CSc1nnc(-c2ccco2)n1CC1CCCO1)NC1CCCC1 (stereo not drawn),0,4
CCOC(=O)c1cnn(-c2ncnc3c2cnn3Cc2ccccc2)c1N,-2,-4
COc1ccccc1S(=O)(=O)Cc1ccc(C(=O)NCCN2CCCCCC2)o1,-1,-1
CCOCCCNC(=O)c1cn(CC(C)C)c(=O)c2cc(OC)c(OC)cc12,-7,-12
Cc1nc2ccc(NC(=O)N3CCOCC3)cc2s1,-2,-17
COc1ccc(OC)c2[nH]c(=O)c(CCNC(=O)CC(C)C)cc12,-1,10
Cc1ccc(S(=O)(=O)NCC(=O)NC2CCCC2)cc1,22,32
O=S(=O)(c1cccc2nsnc12)N1CCc2ccccc21,-2,6
CC(C)OCCCNC(=O)Cn1ncc2c(=O)oc3ccccc3c21,7,17
CN1CCN2c3ccccc3Cc3ccccc3C2C1 (stereo not drawn),-4,-12
Brc1ccc(-c2nnc3sc(CN4CCC5(CC4)OCCO5)cn23)cc1,2,5
O=C(c1sc2ccccc2c1Cl)N(Cc1cccs1)C1CCS(=O)(=O)C1 (stereo not drawn),4,21
CCCN(CCC)S(=O)(=O)c1ccc(C(=O)Nc2nnc(-c3cccc(OC)c3)o2)cc1,22,40
Cc1nc2nc(C)c(CCC(=O)NCc3ccc4c(c3)OCO4)c(C)n2n1,0,26
Cc1ccc(NC(=O)C2CCCN(S(=O)(=O)c3c(C)noc3C)C2)c(C)c1 (stereo not drawn),0,-24
O=S(=O)(Cc1ccccc1Cl)N1CCCCC1,-4,-16
CCn1c2ccccc2c2nnc(SCC(=O)NC(C(=O)OC)C(C)C)nc21 (stereo not drawn),2,4
CC(C)n1c(NCc2c[nH]c3ccccc23)nc2ccccc21,-1,4
Cc1cc(NC(=O)Cc2c(F)cccc2Cl)no1,1,-6
O=C(CN1CCN(c2ccccn2)CC1)Nc1ccc(Oc2ccccc2)cc1,-2,-3
CCn1c(=O)cc(OCC(=O)O)c2ccccc21,-1,-17
CCN1CCN(C(=O)CSCc2nc(-c3ccc(OC)c(OC)c3)oc2C)CC1,-2,1
CCOc1ccc(N(CC(=O)NCc2ccc(F)cc2)S(=O)(=O)c2c(C)noc2C)cc1,0,3
CCCC(=O)N(c1ccc(OCC)cc1)C1C=CS(=O)(=O)C1 (stereo not drawn),2,41
COC(=O)c1ccc2c(=O)n(NC(C)=O)c(=S)[nH]c2c1,-4,-27
CCCN1C2CCCC1CC(NC(=O)c1ccccc1F)C2 (stereo not drawn),-1,-40
CS(=O)(=O)Nc1ccc([N+](=O)[O-])cc1Oc1ccccc1,-3,-5
Cc1cc(NC(=O)CCN2C(=O)c3ccccc3C2=O)no1,-7,-18
